TbPYK inhibitor – blocks Trypanosoma brucei pyruvate kinase; Q57TT1; TbPYK enzyme, Kinase-Glo Plus ATP luminescence, 45 min; Potency, µM (titrated, usually from 76.8 µM), for the others: top-dose activity, negative = inhibition, actives largely listed as inhibitors; actives 0.12% (n = 410,000); note: nearly all actives have a fitted effect of over 50% in size
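Assay buffer: 50 mM TEA pH 7.2, 100 mM KCl, 10 mM MgCl2, 0.05% BSA, 0.01% Tween-20. Pyruvate kinase from T. brucei plus substrate met compound, then ADP (130 uM final). Luminescence was read post 45 min RT.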
HCV inh – HCV inhibition; Huh7.5.1 HCVcc-Cre infection, luciferase reporter, 44 h; Potency, µM (top dose mostly 41.8 µM), for the others: at the top dose activity change, negative = inhibition, actives largely listed as inhibitors; actives 3.4% (n = 340,000); AID 651820
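Infectious HCV cell culture screen: compound-treated cells (1,000/well, pre-plated 4 h) are infected with HCVcc-Cre at roughly 0.5 moi and grown 44 h. Infection is quantified by luciferase signal after 15 min substrate incubation at room temperature.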
Pf growth 96h – inhibits malaria parasite growth, 96 h | actives 6.9% (n = 320,000) | P. falciparum luciferase reporter growth, 96 h | Potency, µM (doses to about 28.7 µM), for the others: at the top dose activity change, negative = inhibition, most hits filed as inhibitors
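Two parasite generations (96 h, 37 C, 5% CO2) of compound exposure in infected erythrocytes (0.05% parasitemia, 2% hematocrit). Luciferase-reporter P. falciparum; decreased luminescence indicates inhibited growth, aimed at apicoplast-acting delayed death.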
Sm TGR inh – inhibitors of Schistosoma mansoni thioredoxin glutathione reductase; actives 3% (n = 360,000); purified TGR, DTNB reduction, TNB absorbance 405 nm; Q962Y6; Potency, µM (titrated, usually from 114 µM), for the others: at the highest dose activity change, negative = inhibition, hits mostly inhibitors; note: nearly all actives have a fitted effect of over 60% in size
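TGR 20 nM + NADPH 100 uM (dispensed conc.), cpd preinc 15 min RT; start with NADPH (500 uM addition) then DTNB (15 mM addition). Kinetic TNB absorbance, 405 nm filter. Four-parameter Hill fit across titration.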
LmPK inh – inhibitors of Leishmania mexicana pyruvate kinase. purified LmPK, Kinase-Glo ATP luminescence, 1 h. Potency, µM (titrated, usually from 57.5 µM), for the others: at the highest dose activity change, negative = inhibition, hits mostly inhibitors. actives 0.37% (n = 290,000)
Target sequence (Q27686 whole entry, looked up): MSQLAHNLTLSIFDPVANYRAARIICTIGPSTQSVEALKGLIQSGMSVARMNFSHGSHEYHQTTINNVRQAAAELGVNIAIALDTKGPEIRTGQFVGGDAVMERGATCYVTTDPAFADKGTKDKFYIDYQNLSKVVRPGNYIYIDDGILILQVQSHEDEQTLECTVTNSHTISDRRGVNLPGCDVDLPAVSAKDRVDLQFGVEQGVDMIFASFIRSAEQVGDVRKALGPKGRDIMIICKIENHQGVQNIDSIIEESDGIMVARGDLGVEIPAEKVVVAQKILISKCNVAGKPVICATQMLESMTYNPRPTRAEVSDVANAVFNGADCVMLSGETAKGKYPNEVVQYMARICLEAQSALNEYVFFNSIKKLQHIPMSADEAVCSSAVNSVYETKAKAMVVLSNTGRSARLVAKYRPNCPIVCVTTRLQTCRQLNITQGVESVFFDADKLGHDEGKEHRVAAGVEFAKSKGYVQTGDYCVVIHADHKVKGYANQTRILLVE
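Purified LmPK (0.1 nM) with 0.5 mM PEP and 0.1 mM ADP in imidazole buffer pH 7.2 with MgCl2/KCl, 1 h at room temperature. ATP formed was read by luciferase luminescence and normalized to no-enzyme and uninhibited controls.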
Pf growth 48h – P. falciparum growth inhibition at 48 hours (one generation); actives 5.9% (n = 310,000); P. falciparum luciferase growth in erythrocytes, 48 h; Potency, µM (titrated, usually from 28.7 µM), without a hit: at the top dose activity change, negative = inhibition, most hits filed as inhibitors
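Luminescence readout; reporter = integrated firefly luciferase in P. falciparum. RBC culture at 2% hematocrit, 0.1% parasitemia final, 37 C/5% CO2; decreased signal taken as growth inhibition.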
* = called active by the depositor; & = joins results of further samples; [ ] = another dose, or the depositor's remark. Calls come from the whole dose curve; as a rule, active = well fitted curve in the direction sought with a large enough effect; inconclusive = small, poorly fitted or top-dose-only effect, or another doubt; inactive = no such curve, though single readings can be large; an effect the other way counts as inactive or inconclusive. % is set by controls: 0 for no effect and ±100 for the full control effect; potency is the fitted concentration of half-maximal effect.

For CCOc1cc(S(=O)(=O)NC2CCCCCC2)ccc1F the results were TbPYK inhibitor 4%, HCV inh 2%, Sm TGR inh 5%, LmPK inh 4% and Pf growth 48h 8%.
O=C(Nc1ccccc1)c1ncoc1-c1ccc(Cl)cc1 was read as TbPYK inhibitor -1%, HCV inh 23%, Pf growth 96h 36%[activator], Sm TGR inh 4%, LmPK inh 3% and Pf growth 48h 46%[activator].
For CC1CCC(NC(=O)CCNS(=O)(=O)c2ccc3c(c2)CCC(=O)N3)CC1 (stereo unspecified) the results were TbPYK inhibitor -2%, HCV inh 24%, Pf growth 96h 8%, Sm TGR inh 7%, LmPK inh 5% and Pf growth 48h 4%.
`CC(C)(C)c1nnc(NC(=O)c2ccc(Cl)nc2)s1` gave TbPYK inhibitor 5%, HCV inh 5%, Pf growth 96h -23%, Sm TGR inh 32%, LmPK inh 9% and Pf growth 48h 43%[activator].
For COc1ccc(NS(=O)(=O)c2cccc(C(=O)NCC(c3ccc(F)cc3)N3CCOCC3)c2)cc1 (stereo unspecified) the results were TbPYK inhibitor -5%, HCV inh -14%, Pf growth 96h inconclusive, Sm TGR inh 6%, LmPK inh 0% and Pf growth 48h inconclusive.
For CC1=NOC(=O)/C1=C\c1ccc(-c2cc(Cl)ccc2Cl)o1 the results were TbPYK inhibitor -13%, HCV inh inconclusive, Pf growth 96h 44%[activator], Sm TGR inh -2% and LmPK inh 4%.
For O=C(NCc1ccc(F)cc1F)Nc1cnccc1C(F)(F)F the results were TbPYK inhibitor -1%, HCV inh -5%, Pf growth 96h -9%, Sm TGR inh -1%, LmPK inh -2% and Pf growth 48h -2%.
For CCC(C)C(=O)OC1CC(O)C=C2C=CC(C)C(CCC(O)CC(O)CC(=O)O)C21 (stereo unspecified) the results were TbPYK inhibitor 1%, Pf growth 96h -24% and Pf growth 48h -12%.
Screening O=P(C(c1ccc2c(c1)OCO2)N1CCOCC1)(N1CCOCC1)N1CCOCC1 (stereo unspecified) returned TbPYK inhibitor -13%, HCV inh 6%, Pf growth 96h 21%, Sm TGR inh -20%, LmPK inh -3% and Pf growth 48h 10%.
`Cc1ccc(S(=O)(=O)Nc2cc(C(=O)NCCN3CCCC3)ccc2N2CCCCC2)cc1` gave TbPYK inhibitor 8%, HCV inh -27%, Sm TGR inh -28%, LmPK inh 1% and Pf growth 48h 12µM*.
O=C(Cn1nc(Cc2ccncc2)c2ccccc2c1=O)N1CCc2ccccc2C1 was read as TbPYK inhibitor 2%, HCV inh inconclusive, Pf growth 96h 49%[activator], Sm TGR inh -16%, LmPK inh 0% and Pf growth 48h 1%.
`COc1ccc(/C=C/CN2CCC(n3nccc3NC(=O)C3CC3)CC2)cc1` gave TbPYK inhibitor 4%, HCV inh -4%, Pf growth 96h inconclusive, Sm TGR inh 7%, LmPK inh 4% and Pf growth 48h 10%.
Screening Cc1cc([N+](=O)[O-])c(Cl)cc1NC(=O)C(C)C returned TbPYK inhibitor -2%, HCV inh 0%, Pf growth 96h inconclusive, Sm TGR inh -10%, LmPK inh 2% and Pf growth 48h 0%.
For C#CCOCCOCCOCCNc1nc(N2CCN(C(=O)CCCCCCCCCCNC(=O)[C@@H](CCSC)n3cc(CCO)nn3)CC2)nc(N2CCN(C(=O)CCCCCCCCCCNC(=O)[C@H]([C@@H](C)CC)n3cc(CCCCN=C(N)N)nn3)CC2)n1 the results were TbPYK inhibitor 1%, HCV inh inconclusive, Pf growth 96h 0.41µM*, Sm TGR inh inconclusive and Pf growth 48h 1.7µM*.
Screening COc1cccc(OCC(=O)N2CCCc3ccccc32)c1 returned TbPYK inhibitor 1%, HCV inh 0%, Pf growth 96h 7%, Sm TGR inh 6%, LmPK inh 0% and Pf growth 48h 18%.
COc1ccc(NC(=O)CSc2nc(NS(=O)(=O)c3ccccc3)cc(=O)[nH]2)cc1 was read as TbPYK inhibitor -3%, HCV inh 11%&4%, Pf growth 96h 11%, Sm TGR inh 0%, LmPK inh 12% and Pf growth 48h inconclusive.
Screening CCN1CCN(c2ccc(S(=O)(=O)N3CCCCC3)cc2NC(=O)COc2cc(C)ccc2Cl)CC1 returned TbPYK inhibitor -6%, HCV inh inconclusive, Pf growth 96h 1.9µM*, Sm TGR inh -2% and Pf growth 48h 12µM*.
`O=C(NCc1ccccc1)N1CCNCC1` gave TbPYK inhibitor 1%, HCV inh 4%, Pf growth 96h inconclusive, Sm TGR inh -17%, LmPK inh 5% and Pf growth 48h -12%.
Screening CCC1=NN2C(=N)/C(=C\c3cccn3-c3ccc(C)c(C)c3)C(=O)N=C2S1 returned TbPYK inhibitor -20%, HCV inh inconclusive, Pf growth 96h 26%, Sm TGR inh 4%, LmPK inh 0% and Pf growth 48h inconclusive.
For O=C(COc1coc(CN2CCc3ccccc3C2)cc1=O)Nc1cccc(Cl)c1 the results were TbPYK inhibitor 0%, HCV inh inconclusive, Pf growth 96h inconclusive, Sm TGR inh -2% and Pf growth 48h 2%.

As a working copy, six of the compounds above.
For C#CCOCCOCCOCCNc1nc(N2CCN(C(=O)CCCCCCCCCCNC(=O)[C@@H](CCSC)n3cc(CCO)nn3)CC2)nc(N2CCN(C(=O)CCCCCCCCCCNC(=O)[C@H]([C@@H](C)CC)n3cc(CCCCN=C(N)N)nn3)CC2)n1 the results were TbPYK inhibitor 1%, HCV inh inconclusive, Pf growth 96h 0.41µM*, Sm TGR inh inconclusive and Pf growth 48h 1.7µM*.
Screening COc1cccc(OCC(=O)N2CCCc3ccccc32)c1 returned TbPYK inhibitor 1%, HCV inh 0%, Pf growth 96h 7%, Sm TGR inh 6%, LmPK inh 0% and Pf growth 48h 18%.
COc1ccc(NC(=O)CSc2nc(NS(=O)(=O)c3ccccc3)cc(=O)[nH]2)cc1 was read as TbPYK inhibitor -3%, HCV inh 11%&4%, Pf growth 96h 11%, Sm TGR inh 0%, LmPK inh 12% and Pf growth 48h inconclusive.
Screening CCN1CCN(c2ccc(S(=O)(=O)N3CCCCC3)cc2NC(=O)COc2cc(C)ccc2Cl)CC1 returned TbPYK inhibitor -6%, HCV inh inconclusive, Pf growth 96h 1.9µM*, Sm TGR inh -2% and Pf growth 48h 12µM*.
`O=C(NCc1ccccc1)N1CCNCC1` gave TbPYK inhibitor 1%, HCV inh 4%, Pf growth 96h inconclusive, Sm TGR inh -17%, LmPK inh 5% and Pf growth 48h -12%.
Screening CCC1=NN2C(=N)/C(=C\c3cccn3-c3ccc(C)c(C)c3)C(=O)N=C2S1 returned TbPYK inhibitor -20%, HCV inh inconclusive, Pf growth 96h 26%, Sm TGR inh 4%, LmPK inh 0% and Pf growth 48h inconclusive.

Following part:
For Cc1ccc(SCC(=O)NCc2cccnc2)cc1 the results were TbPYK inhibitor -10%, HCV inh 1%, Pf growth 96h -7%, Sm TGR inh -2% and LmPK inh -1%.
Screening CCOc1ccc(N2C(=O)C3C(C2=O)C3(c2ccccc2)c2ccccc2)cc1 (stereo unspecified) returned TbPYK inhibitor 9%, HCV inh inconclusive, Pf growth 96h inconclusive, Sm TGR inh -7%, LmPK inh 2% and Pf growth 48h inconclusive.
O=C(CCc1ccc(S(=O)(=O)N2CCOCC2)cc1)OCc1nc2ccccc2s1 was read as TbPYK inhibitor 1%, HCV inh 2%, Pf growth 96h inconclusive, Sm TGR inh 0%, LmPK inh 2% and Pf growth 48h 59%[activator].
`Cc1cc(-c2n[nH]c(=S)n2/N=C/c2ccccc2[N+](=O)[O-])n[nH]1` gave TbPYK inhibitor -48%, HCV inh 3%, Pf growth 96h -2%, Sm TGR inh -10%, LmPK inh -4% and Pf growth 48h 6%.
For O=c1ccc(C(F)(F)F)cn1Cc1cc(=O)n2ccsc2n1 the results were TbPYK inhibitor 1%, HCV inh -19%, Pf growth 96h 0%, Sm TGR inh 4%, LmPK inh -10% and Pf growth 48h 18%.
`COC(=O)c1ccc(/C=N/Nc2nc(-c3ccc(C)cc3)cs2)cc1` gave TbPYK inhibitor -11%, HCV inh 22%, Pf growth 96h 54%[activator], Sm TGR inh -13%, LmPK inh 1% and Pf growth 48h 0%.
For O=C(c1cnn2c(C(F)F)cc(C3CC3)nc12)N1CCc2ccccc2C1 the results were TbPYK inhibitor -5%, HCV inh 8.9µM*, Pf growth 96h 24%, Sm TGR inh -32%, LmPK inh 0% and Pf growth 48h -23%.
`Fc1ccccc1/C=C1\CCCC2=C1NC(=S)NC2c1ccccc1F` (stereo unspecified) gave TbPYK inhibitor inconclusive, HCV inh inconclusive, Pf growth 96h -19%, Sm TGR inh inconclusive, LmPK inh 1% and Pf growth 48h inconclusive.
Screening COc1ccc(S(=O)(=O)NCCSCc2cccc(C)c2)cc1Br returned TbPYK inhibitor 2%, HCV inh -18%, Pf growth 96h inconclusive, Sm TGR inh 1%, LmPK inh -6% and Pf growth 48h 10%.
For Cc1[nH]c2ccccc2c1CC#N the results were TbPYK inhibitor -7%, HCV inh 22%, Pf growth 96h 17%, Sm TGR inh -36%, LmPK inh -1% and Pf growth 48h 1%.
Screening Cc1nnc(SCC(=O)NCc2ccc3c(c2)OCO3)s1 returned TbPYK inhibitor 0%, HCV inh 6%, Sm TGR inh -6%, LmPK inh -1% and Pf growth 48h 38%[activator].
Screening CN1CCN(c2ccc(Cl)cc2NC(=O)C2COc3ccccc3O2)CC1 (stereo unspecified) returned TbPYK inhibitor 1%, HCV inh -24%, Pf growth 96h 2.3µM*, Sm TGR inh 0%, LmPK inh 5% and Pf growth 48h 8.3µM*.
O=C(CN1CCN(c2ccc(Cl)cc2)CC1)c1ccc2c(c1)OCO2 was read as TbPYK inhibitor 2%, HCV inh 22%, Pf growth 96h 32%[activator], Sm TGR inh inconclusive, LmPK inh 0% and Pf growth 48h 35%[activator].
Screening S=C(Nc1ccccc1)Nc1cccc(Cl)c1Cl returned TbPYK inhibitor 0%, HCV inh 8%, Pf growth 96h inconclusive, LmPK inh 0% and Pf growth 48h 18%.
`COC(=O)COc1cccc(NC(=O)c2ccccc2)c1` gave TbPYK inhibitor 0%, HCV inh 14%, Pf growth 96h 41%[activator], Sm TGR inh -24%, LmPK inh -7% and Pf growth 48h 16%.
For CCC(C)(C)n1nnnc1C(c1ccncc1)N1CCC(C)CC1 (stereo unspecified) the results were TbPYK inhibitor 23%, HCV inh 4%, Pf growth 96h 5%, Sm TGR inh -20%, LmPK inh 1% and Pf growth 48h -24%.
For COc1ccc(OC)c(NC(=O)CSc2nnc(-c3ccncc3)s2)c1 the results were TbPYK inhibitor -3%, HCV inh -12%, Pf growth 96h inconclusive, Sm TGR inh 8%, LmPK inh 1% and Pf growth 48h 3%.
`COc1ccccc1OCCSc1ncnc2nc[nH]c12` gave TbPYK inhibitor -5%, HCV inh -29%, Pf growth 96h 12µM*, Sm TGR inh -7%, LmPK inh -2% and Pf growth 48h 4%.
For O=C1COc2ccc(C(=O)C[n+]3cccc(O)c3)cc2N1 the results were TbPYK inhibitor 5%, HCV inh inconclusive, Pf growth 96h 35%[activator], Sm TGR inh inconclusive, LmPK inh -4% and Pf growth 48h 7%.
Screening CCC(C)c1ccc(OCCN2CCCC2)cc1 (stereo unspecified) returned TbPYK inhibitor -3%, HCV inh -2%, Pf growth 96h inconclusive, Sm TGR inh 6% and LmPK inh 6%.
Screening CCC(c1c(C)n(C)n(-c2ccccc2)c1=O)c1c(C)n(C)n(-c2ccccc2)c1=O returned TbPYK inhibitor 3%, HCV inh 7%, Pf growth 96h inconclusive, Sm TGR inh -20% and LmPK inh 1%.
COc1ccccc1S(=O)(=O)NCc1ccc(C(=O)NC2CCC(O)CC2)cc1 (stereo unspecified) was read as TbPYK inhibitor 2%, HCV inh 12%, Pf growth 96h inconclusive, Sm TGR inh inconclusive and Pf growth 48h inconclusive.
